TAAR1 antag: human TAAR1 antagonists, primary screen, Fluo-8 calcium fluorescence, CHO RD-HGA16 cells; Trace amine-associated receptor 1 (Homo sapiens), Q96RJ0; inhibition, % at 3 µM; AID 624466, 2012; antagonist; 360,000 tested, 1.5% active;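 active = inhibition above a per-plate cutoff, the mean inhibition of test compounds on that plate plus 3 SD, cut at about 49% in these data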;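 also: 0% = DMSO plus EC80 beta-PEA response and 100% = DMSO alone without agonist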
Target sequence (Q96RJ0 whole entry, looked up): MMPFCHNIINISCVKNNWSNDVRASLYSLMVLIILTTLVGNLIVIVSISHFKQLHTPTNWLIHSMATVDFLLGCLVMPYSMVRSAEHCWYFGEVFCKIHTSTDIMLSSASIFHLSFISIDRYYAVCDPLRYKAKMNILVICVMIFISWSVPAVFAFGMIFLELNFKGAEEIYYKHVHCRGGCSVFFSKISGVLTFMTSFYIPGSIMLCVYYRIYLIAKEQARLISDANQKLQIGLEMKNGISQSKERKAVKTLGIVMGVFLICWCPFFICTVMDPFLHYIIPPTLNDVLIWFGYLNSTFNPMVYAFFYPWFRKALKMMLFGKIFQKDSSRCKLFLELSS
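Assay system: CHO-derived RD-HGA16 cells stably expressing human TAAR1 plus Gα16. Timing: 140 s kinetic read after compound, 140 s after agonist. Technique: kinetic Fluo-8 calcium fluorescence measurement. Measure: % inhibition of agonist calcium response.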
TAAR1 ag: human TAAR1 agonists, primary screen, Fluo-8 calcium fluorescence, CHO RD-HGA16 cells; 360,000 tested, 0.99% active; vehicle wells 0%, saturating PEA agonist 100%; AID 624467, 2012; Trace amine-associated receptor 1 (Homo sapiens), Q96RJ0; activation, % at 3 µM;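 active = activation above the mean activation of all test compounds in the run plus 3 SD, cut at about 38% in these data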
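Assay system: CHO-derived RD-HGA16 cells with stable Gα16 and human TAAR1; timing: 17-24 h seeding, 75 min 37 °C dye, 30 min RT; read-out: % activation from peak over basal fluorescence ratio, DMSO-to-PEA scaled; measured by: kinetic Fluo-8 calcium fluorescence; benchmarks: low control DMSO, high control PEA (EC100); doses: 3 µM single concentration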
OXTR potentiate: human OXTR potentiators, primary screen, fluorescence, CHO-OTR cells, Fluo-8 calcium. Oxytocin receptor (Homo sapiens), P30559. Fluo-8 calcium fluorescence, potentiator mode; 0% = oxytocin EC15, 100% = EC100. activation, % at 3 µM. 320,000 tested, 0.061% active. AID 2445, 2010;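 active = activation above that plate's cutoff, the mean activation of tested compounds plus 3 SD, cut at about 6.6% in these data, passing the limit was not always enough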;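 also: 100% uses oxytocin at 75 nM as the full agonist control; some results filed as inactive read as strong as hits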
Target sequence (P30559 whole entry, looked up): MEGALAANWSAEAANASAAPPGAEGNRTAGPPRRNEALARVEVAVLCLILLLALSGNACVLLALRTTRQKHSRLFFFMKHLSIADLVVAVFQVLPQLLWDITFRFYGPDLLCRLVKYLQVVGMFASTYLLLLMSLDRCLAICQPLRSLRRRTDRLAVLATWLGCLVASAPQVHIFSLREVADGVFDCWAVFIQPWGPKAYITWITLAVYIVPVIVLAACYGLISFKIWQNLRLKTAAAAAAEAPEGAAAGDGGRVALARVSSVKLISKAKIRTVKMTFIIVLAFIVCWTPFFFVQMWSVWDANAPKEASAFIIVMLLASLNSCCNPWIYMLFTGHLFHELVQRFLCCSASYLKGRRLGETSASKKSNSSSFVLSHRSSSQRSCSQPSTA
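Measured by – Fluo-8 calcium dye fluorescence · Test system – human OTR in CHO cells · Dosing – one concentration, 3.0 µM compound · Controls – EC15 oxytocin alone as 0%, 75 nM oxytocin as 100% · Evaluation – normalized max/min fluorescence ratio, % activation · Timing – 6 min pre-incubation, 100 s read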
CHO-K1 Ca PAM: nonselective calcium activators in parental CHO-K1 cells, primary screen, counter-screen for M1 PAM project, cell-based, Fluo-8 calcium fluorescence, full deck, 1536-well; ATP EC20; 0% at ATP EC20, 100% at ATP max; activation, % at 3 µM; 360,000 tested, 0.02% active; AID 602247, 2012;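 active = activation above the run cutoff, the mean activation of all test compounds plus 3 SD, cut at about 40% in these data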;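 also: peak over basal fluorescence ratio in a 140 s read after ATP addition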
CHO-K1 Ca ag: counter-screen for M1 agonists: effect in parental CHO-K1 cells; 360,000 tested, 0.48% active; Fluo-8 calcium fluorescence; scaled to maximal ATP response, vehicle zero; activation, % at 3 µM; in the data active = activation above about 15%;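 also: untransfected CHO-K1 host cells lacking M1 receptor as counterscreen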
CHO-K1 Ca antag: nonselective inhibitor or artifact in parental CHO-K1 cells; inhibition, % at 3 µM; ATP-induced calcium, Fluo-8 fluorescence; AID 602250; 360,000 tested, 0.6% active;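 active = inhibition above a per-plate cutoff, the plate's mean sample inhibition plus 3 SD, cut at about 24% in these data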;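 also: 0% = DMSO plus EC80 ATP and 100% = DMSO alone without ATP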
M1 ag: human M1 muscarinic receptor agonists, primary screen, Fluo-8 calcium fluorescence, CHO-K1 cells, HTS. Muscarinic acetylcholine receptor M1 (Homo sapiens), P11229. CHO-K1 hM1, agonist mode; 0% DMSO, 100% acetylcholine EC100. activation, % at 3 µM. 360,000 tested, 0.33% active;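 active = activation above the run's mean compound activation plus 3 SD, cut at about 16% in these data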;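 also: peak over basal fluorescence ratio within a 140 s kinetic read after compound addition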
M1 antag: human M1 muscarinic receptor antagonists, primary screen, CHO-K1 cells, Fluo-8 calcium fluorescence, 1536-well; Muscarinic acetylcholine receptor M1 (Homo sapiens), P11229; CHO-K1 hM1, ACh EC80 antagonist; inhibition, % at 3 µM; 360,000 tested, 1.3% active; AID 588852, 2011;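 active = percent inhibition above its own plate's cutoff, namely the mean of that plate's compound wells plus 3 SD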;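 also: peak over basal fluorescence ratio during 140 s after agonist addition; 0% = ACh EC80 plus DMSO and 100% = DMSO alone without agonist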
CHO parental Ca: ATP-evoked calcium signal inhibitors, parental CHO, primary screen, counter-screen for OX1R antagonist project, cell-based, fluorescence, Fluo-8 calcium dye; inhibition, % at 5.6 µM; 330,000 tested, 0.63% active; parental CHO-K1, ATP-induced calcium, Fluo-8 fluorescence;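 active = inhibition above that plate's mean sample inhibition plus 3 SD, cut at about 26% in these data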;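 also: 0% = ATP-challenged DMSO wells and 100% = DMSO wells without ATP; some compounds past the cut are filed as inactive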
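Test system: untransfected parental CHO cell line; also added: ATP stimulus; dosing: 5.6 µM, single dose; signal: calcium-sensitive Fluo-8 fluorescence; measure: percent inhibition of ATP-evoked calcium rise, normalized to controls; benchmarks: low control ATP plus DMSO, high control DMSO only; replication: one well per compound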
The depositor's hits bear a star; x = no result given.

SMILES	TAAR1 antag	TAAR1 ag	OXTR potentiate	CHO-K1 Ca PAM	CHO-K1 Ca ag	CHO-K1 Ca antag	M1 ag	M1 antag	CHO parental Ca
CCOP(=O)(OCC)C1NC(=O)N(c2ccccc2)C1=O (stereo not given)	-2	2	-7	-20	0.8	2	-2	-27	0
O=C(CCC(=O)NC1CCCCC1)N/N=C/c1ccncc1	18	12	-9	21	0.7	-15	-2	-8	-14
O=C(O)c1cc(C(F)(F)F)nc2c(C(F)(F)F)cccc12	4	8	5	9	0.1	-11	-2	-5	-2
CCc1nnc(NS(=O)(=O)c2ccc(N3C(=O)C4CC=C(Cl)CC4C3=O)cc2)s1 (stereo not given)	-9	14	-2	14	0.1	-8	0	-8	3
COc1ccc(CN2CCC(CO)(CCOc3ccccc3)CC2)c(OC)c1C	2	8	-10	12	1.7	-4	-13	-3	-14
CCOc1cc2[nH]c(=O)n(CCC(=O)NCCc3ccc(OC)c(OC)c3)c(=O)c2cc1OCC	1	9	-5	6	2.9	2	-2	-8	-10
Cc1ccc(NC(=O)CCNC(=O)c2ccc(Br)cc2)cc1S(=O)(=O)N1CCCCCC1	9	3	-4	2	1.9	-4	-5	-2	-43
O=C(CNS(=O)(=O)c1c(Cl)cccc1Cl)OCC(=O)c1ccc[nH]1	-5	1	-4	0	1.0	-6	-1	-23	-13
Cc1nnsc1C(=O)N/N=C/c1ccccc1Cl	-22	1	-1	-5	0.3	-3	-4	2	-11
Cc1c(C(=O)OC(C)C)[nH]c2c1C(=O)CC(C)(C)C2	9	9	2	4	1.4	-24	-4	-20	-10
O=C(Nc1ccc(F)cc1F)c1c(C(F)(F)F)ccnc1Oc1ccc(Cl)cc1	-25	-3	0	-14	-0.1	8	-5	1	-13
O=C(c1ccco1)N1CCN=C1SCc1cccc(F)c1	-19	-1	0	1	0.3	12	-1	-8	-4

Reprinted from the part before: three compounds, followed by the next part.
SMILES	TAAR1 antag	TAAR1 ag	OXTR potentiate	CHO-K1 Ca PAM	CHO-K1 Ca ag	CHO-K1 Ca antag	M1 ag	M1 antag	CHO parental Ca
Cc1c(C(=O)OC(C)C)[nH]c2c1C(=O)CC(C)(C)C2	9	9	2	4	1.4	-24	-4	-20	-10
O=C(Nc1ccc(F)cc1F)c1c(C(F)(F)F)ccnc1Oc1ccc(Cl)cc1	-25	-3	0	-14	-0.1	8	-5	1	-13
O=C(c1ccco1)N1CCN=C1SCc1cccc(F)c1	-19	-1	0	1	0.3	12	-1	-8	-4
Cc1cc[n+](CC(=O)c2ccccc2)c2ccccc12	20	2	-1	12	-0.4	-5	-12	-2	-14
Cc1cc(C)n(-c2ccc(C(=O)Nc3ccc(N4CCOCC4)cc3)cc2)n1	18	6	-10	24	1.6	-12	-3	-11	-11
COc1cc(NC(=O)c2ccccc2)c(OC)cc1NC(=O)CN1C(=O)NC2(CCCCC2C)C1=O (stereo not given)	1	2	-3	20	-0.4	-8	-2	-1	-24
CSc1ccc(C(O)c2ncc(-c3ccccc3F)[nH]2)cc1 (stereo not given)	-13	4	x	10	1.7	-5	-2	-1	x
COc1ccc(OCC(=O)OCC(=O)c2ccc(OC)c(F)c2)cc1	-22	0	-2	18	1.3	-3	-2	-15	9
CCOC(=O)CSc1nc(=O)n2ccccc2n1	14	9	-1	0	-0.2	13	-4	7	-1
Cc1ccc(OCC(=O)Oc2cccc(C)c2)cc1	7	1	-12	-17	-0.5	6	-4	-11	-10
CSc1cc(-c2ccccc2)n(C)c(=O)c1C#N	-3	0	-6	28	0.1	-19	-13	-10	-16
O=C(CSCc1c(Cl)cccc1Cl)NN1C(=O)c2ccccc2C1=O	2	10	-10	15	2.6	-18	-6	-11	-19
CC(C)NC(=O)CN(C(=O)CCC(=O)Nc1nccs1)c1ccc(C(C)C)cc1	-14	6	-16	-3	-0.6	-10	1	-17	-11
O=C(NN=Cc1ccc2c(c1)OCO2)c1ccc([N+](=O)[O-])cc1	-6	1	x	-1	0.8	3	-1	0	x
Cc1cccc(Cc2nnc(CCC(=O)NCc3cn4ccccc4n3)o2)c1	-23	22	-1	17	0.4	-13	-6	-5	-14

Reprinted at random: 7 entries already listed, in no set order.
SMILES	TAAR1 antag	TAAR1 ag	OXTR potentiate	CHO-K1 Ca PAM	CHO-K1 Ca ag	CHO-K1 Ca antag	M1 ag	M1 antag	CHO parental Ca
CSc1cc(-c2ccccc2)n(C)c(=O)c1C#N	-3	0	-6	28	0.1	-19	-13	-10	-16
O=C(NN=Cc1ccc2c(c1)OCO2)c1ccc([N+](=O)[O-])cc1	-6	1	x	-1	0.8	3	-1	0	x
Cc1cc(C)n(-c2ccc(C(=O)Nc3ccc(N4CCOCC4)cc3)cc2)n1	18	6	-10	24	1.6	-12	-3	-11	-11
CSc1ccc(C(O)c2ncc(-c3ccccc3F)[nH]2)cc1 (stereo not given)	-13	4	x	10	1.7	-5	-2	-1	x
Cc1cccc(Cc2nnc(CCC(=O)NCc3cn4ccccc4n3)o2)c1	-23	22	-1	17	0.4	-13	-6	-5	-14
Cc1ccc(OCC(=O)Oc2cccc(C)c2)cc1	7	1	-12	-17	-0.5	6	-4	-11	-10
Cc1cc[n+](CC(=O)c2ccccc2)c2ccccc12	20	2	-1	12	-0.4	-5	-12	-2	-14

The list continues.
SMILES	TAAR1 antag	TAAR1 ag	OXTR potentiate	CHO-K1 Ca PAM	CHO-K1 Ca ag	CHO-K1 Ca antag	M1 ag	M1 antag	CHO parental Ca
C[C@H]1CN=C(Nc2ccccc2)N1CCC1CCCC1	-19	4	-8	-1	0.1	1	-7	-15	-13
CC(=O)Oc1c(C(=O)c2nnc(C)o2)c(=O)n(C)c2ccccc12	-4	2	-4	17	0.7	-9	-3	-5	1
O=C(NC(CC(=O)N1CCCC(C(F)(F)F)C1)c1ccccc1)c1ccccc1Cl (stereo not given)	-29	5	-9	-13	0.5	3	-3	-7	-13
COc1ccccc1NC(=O)Nc1ccccc1N1CCOCC1	-14	0	-3	10	1.5	-1	-4	-5	-8
CC1CN(C(=O)c2ccc(Cl)c(S(=O)(=O)NCc3ccco3)c2)CC(C)O1 (stereo not given)	-7	1	-5	-22	0.1	7	-1	14	-4
O=C(CSc1nc2ccccc2o1)N/N=C/c1ccc(C(=O)O)cc1	0	0	0	15	0.9	-21	-2	-25	4
COc1ccc(NC(=O)CSc2n[nH]c(-c3ccccc3)n2)cc1S(N)(=O)=O	-3	3	-5	1	0.0	-4	-2	-2	-2
O=C(CCSc1ccccc1)N1CCCC1	10	9	-7	-4	0.1	7	-5	-2	-5
COc1ccc(NC(=O)N2CCCC(c3nc(-c4ccc(F)cc4)no3)C2)cc1 (stereo not given)	4	-1	-6	21	1.7	-18	-10	-5	-32
CS(=O)(=O)c1cccc(C(=O)OCC(=O)Nc2ccc3c(c2)OCO3)c1	4	1	0	22	0.2	-14	-5	-2	-2
COc1ccc(C(c2nnnn2Cc2cccs2)N2CCN(c3ccccc3F)CC2)cc1OC (stereo not given)	-4	2	0	14	0.0	-2	-3	-8	-13
COc1ccc2nc3cccc(OC)c3nc2c1	-9	0	-1	2	0.7	-10	-3	4	-17
CCOC(=O)NCC(C)(C)CNC(=O)OCC	-5	8	5	16	0.2	-6	0	2	-3
Cc1cc2c(cc1S(=O)(=O)Nc1c(C)cccc1C)n(C)c(=O)c(=O)n2C	-19	2	5	12	0.1	-6	-4	-4	-6
COc1cccc(NC(=S)NCCc2ccccn2)c1	-1	9	-11	5	-0.1	0	-6	-6	-7
Cc1ccc2c(CN(C)Cc3ccc(OC(F)F)cc3)cc(=O)oc2c1C	44	-1	-12	-10	4.5	-8	-3	10	20
NC(=O)c1ccc(Nc2ccc3nonc3c2[N+](=O)[O-])cc1	-11	1	x	-20	0.1	18	-3	-4	x
COC(=O)CN1C(=O)C2(C(C#N)=C(N)Oc3ccccc32)C2=C1CC(C)(C)CC2=O (stereo not given)	18	9	-7	5	-0.1	6	-3	-5	-3
Cc1ccc(NS(=O)(=O)c2cccc(C(=O)N3CCCCC3)c2)cc1	5	1	-7	16	1.2	-11	1	0	-17
CCOc1ccc(Cl)cc1-c1cc(C(=O)Nc2ccc(F)cc2)[nH]n1	16	1	x	0	0.3	-4	-3	-12	x
CCC(C)Sc1ccc([C@@H]2[C@@H]3C(=O)N(C)C(=O)[C@@H]3[C@]3(C(=O)OC)CCCCN23)cc1OC (stereo not given in full)	11	1	-16	-10	-0.7	-3	-2	-4	-20
CC(=O)Nc1ccc(NC(=O)C(C)Sc2n[nH]c(=O)n2Cc2ccccc2)cc1 (stereo not given)	-12	5	-6	-10	-0.2	-2	-5	-1	3
CCN(CC)S(=O)(=O)c1ccc(-c2nnc(SCC(=O)Nc3ccc4c(c3)OCO4)o2)cc1	15	17	-8	4	0.1	4	-2	-12	-11
O=C(Nc1ccccc1)c1ccc(Br)c(S(=O)(=O)Nc2ccccn2)c1	-21	4	-2	0	1.1	-5	-1	3	9
O=C1CCCN1CCC12CC3CC(CC(C3)C1)C2	-3	0	2	11	0.1	1	-4	-9	-11
O=C(NCCc1ccccc1)c1nc2ncccn2n1	3	13	0	6	0.0	-16	-3	-7	-4
CCn1c(CNc2ccc(Cl)cc2)nnc1SCC(=O)NCc1ccccc1	-8	0	0	13	0.6	-9	-2	-3	-4
CC(C)Cn1c(N)c(C(=O)COC(=O)C2Cc3ccccc3CN2S(C)(=O)=O)c(=O)n(C)c1=O (stereo not given)	19	6	-6	5	4.6	-2	-4	10	18

Screening results from PubChem BioAssay.
